Pin1 inh: inhibitors of human Pin1. Potency, µM (top dose mostly 115 µM), without a hit: at the highest dose activity, negative = inhibition, usual class: inhibitors. 0.009% of 390,000 active. Pin1 FP peptide displacement, HiFluor488, 10 min. Q13526; active means well fitted inhibition curve with a large enough effect in the polarisation, with a control signal flat, not every such curve was filed as active; inconclusive means small, poorly fitted or top-dose-only effect, or effect the other way, or a change in a side signal; inactive means no such curve, though single readings can be large or run the other way; the % refers to the polarisation; further: on the % scale 0 is the no-effect control and ±100 the full control effect
Target sequence (Q13526 whole entry, looked up): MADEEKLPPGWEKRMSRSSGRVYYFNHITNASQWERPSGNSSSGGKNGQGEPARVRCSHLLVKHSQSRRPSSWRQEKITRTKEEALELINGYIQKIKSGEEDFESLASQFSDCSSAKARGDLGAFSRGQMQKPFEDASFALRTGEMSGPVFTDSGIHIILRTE
RGS4 inh: human RGS4 inhibition | 0.039% of 390,000 active | Transcreener GDP fluorescence polarization, RGS4-accelerated GTP hydrolysis | AID 504845 | Potency, µM (top dose mostly 114 µM), for the others: at the top dose activity change, negative = inhibition, usual class: inhibitors | P49798; further: on the % scale 0 is the no-effect control and ±100 the full control effect; nearly all actives have a fitted effect of over 75% in size; some results filed as inactive show a strong effect at the top dose
Target sequence (P49798 whole entry, looked up): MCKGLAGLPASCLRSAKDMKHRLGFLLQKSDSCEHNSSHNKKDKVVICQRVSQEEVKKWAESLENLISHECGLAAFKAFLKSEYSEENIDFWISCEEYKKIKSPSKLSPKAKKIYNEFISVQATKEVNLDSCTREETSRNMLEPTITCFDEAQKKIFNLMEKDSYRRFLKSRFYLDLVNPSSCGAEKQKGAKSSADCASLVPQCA
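MLSMR compounds (23 nl, pin-transferred) preincubated 10 min at room temperature with a 500nM (2x) first reagent, then RGS4 at 900nM (2x) plus Transcreener GDP mix added; fluorescence polarization (620/688 nm) read before and after 90 min at 30 °C.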
TrxR1 inh: blocks rat thioredoxin reductase 1; recombinant rTrxR1, NADPH fluorescence consumption, selenite substrate; Potency, µM (top dose mostly 114 µM), inactives show at the top dose activity change, negative = inhibition, actives largely listed as inhibitors; 1% of 390,000 active; AID 588453; further: on the % scale 0 is the no-effect control and ±100 the full control effect; nearly all actives have a fitted effect of over 65% in size
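Rat TrxR1 (90 nM in the dispensed reagent) was pre-reduced with 400 uM NADPH for 5 min at room temperature, then incubated with compound for 15 min. After 400 uM selenite was added, NADPH fluorescence (Ex 340/Em 450 nm) was followed for 8 min.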
ALOX12 inh: blocks human arachidonate 12S-lipoxygenase | purified 12hLO, xylenol orange hydroperoxide absorbance | Potency, µM (titrated, usually from 108 µM), for the others: top-dose activity change, negative = inhibition, hits mostly inhibitors | 1.1% of 580,000 active | AID 1671190; further: on the % scale 0 is the no-effect control and ±100 the full control effect
Target sequence (P18054 whole entry, looked up): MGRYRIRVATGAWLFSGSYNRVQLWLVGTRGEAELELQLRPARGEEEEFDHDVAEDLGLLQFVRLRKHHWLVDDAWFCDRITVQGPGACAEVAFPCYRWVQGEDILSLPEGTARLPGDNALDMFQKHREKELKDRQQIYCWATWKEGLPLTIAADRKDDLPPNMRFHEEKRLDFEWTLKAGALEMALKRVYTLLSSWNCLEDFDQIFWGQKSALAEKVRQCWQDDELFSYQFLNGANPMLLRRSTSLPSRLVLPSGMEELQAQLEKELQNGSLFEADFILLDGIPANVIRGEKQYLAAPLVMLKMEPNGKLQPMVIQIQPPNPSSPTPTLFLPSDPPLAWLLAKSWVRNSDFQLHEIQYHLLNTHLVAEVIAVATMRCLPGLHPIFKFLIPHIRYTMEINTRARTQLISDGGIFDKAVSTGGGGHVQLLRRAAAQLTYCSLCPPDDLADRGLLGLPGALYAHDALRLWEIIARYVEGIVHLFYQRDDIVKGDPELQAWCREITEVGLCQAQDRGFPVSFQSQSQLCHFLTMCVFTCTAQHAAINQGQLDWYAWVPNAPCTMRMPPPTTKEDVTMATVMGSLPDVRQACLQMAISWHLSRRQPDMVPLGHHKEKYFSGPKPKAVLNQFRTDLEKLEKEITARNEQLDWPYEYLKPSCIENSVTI
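Purified human 12hLO at 150 nM in 25 mM Hepes, 0.01% Triton X-100, pH 7.0, preincubated 15 min at room temperature with compound. Reaction started with 40 uM arachidonic acid, 30 min at room temperature. Hydroperoxide measured by Fe-xylenol orange, 573/405 nm absorbance ratio.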
PGK inhibitor: blocks T. brucei phosphoglycerate kinase. P07378. PGK/GAPDH coupled, Kinase-Glo luminescence, 60 min. Potency, µM (series often up to 57.5 µM), for the others: top-dose activity change, negative = inhibition, hits mostly inhibitors. 0.043% of 380,000 active. AID 602233; further: on the % scale 0 is the no-effect control and ±100 the full control effect; nearly all actives have a fitted effect of over 60% in size
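Recombinant glycosomal PGK reaction used 1,3-bisphosphoglycerate generated in-well by GAPDH (100nM final) in 100mM TEA pH 7.6, 5mM MgCl2, 0.01% Tween-20. After 60 minutes at room temperature, ATP was read by Kinase-Glo Plus luminescence end-point.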
HP1b chromo inh: blocks HP1-beta chromodomain binding to methylated histone tails; P83916; AlphaScreen HP1-beta / biotin-H3K9me3 peptide binding; Potency, µM (highest dose often 114 µM), for the others: at the top dose activity change, negative = inhibition, usual class: inhibitors; 0.56% of 390,000 active; further: nearly all actives have a fitted effect of over 70% in size; inactives centre near 23
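AlphaScreen: HP1-beta (50 nM) preformed 30 min with biotin-H3(1-18)K9me3 peptide (50 nM) in PBS pH 7.4, 0.01% Tween-20. Compound added for 30 min at RT, then streptavidin donor/nickel chelate acceptor beads (10 ug/mL) for 30 min.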
ERG Ets-DNA blk: blocks human ERG Ets domain binding to DNA; fluorescence polarization, His-ERG Ets domain / labelled DNA; 0.028% of 370,000 active; Potency, µM (top dose mostly 76.9 µM), for inactives: at the top dose FP activity, negative = inhibition, hits mostly inhibitors; P11308; active means well fitted inhibition curve with a large enough effect in the polarisation, with a control signal flat; inconclusive means small, poorly fitted or top-dose-only effect, or effect the other way, or a change in a side signal; inactive means no such curve, though single readings can be large or run the other way; the % refers to the polarisation;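 further: polarization taken with two DNA probes labelled with fluorescein and Texas red; % of control where 0% means no effect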
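His-tagged ERG Ets domain (1 uM in the protein solution; 300mM KCl, 50mM Tris-HCl, 1mM EDTA, 1mM DTT, pH 7.5) received compound, then a probe mix of 5 nM fluorescein-DNA and 100nM Texas-615-DNA. Fluorescence polarization was read for both dyes.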
JMJD2A Tudor: JMJD2A Tudor domain (human) inhibition | AlphaScreen JMJD2A-Tudor / H3K4me3 peptide binding | AID 504339 | Potency, µM (highest dose often 114 µM), for the others: at the top dose activity change, negative = inhibition, hits mostly inhibitors | 4.4% of 390,000 active; further: on the % scale 0 is the no-effect control and ±100 the full control effect; nearly all actives have a fitted effect of over 50% in size
GLS inhibitor: inhibitors of human glutaminase (GLS); O94925; GLS enzymatic activity, qHTS titration; Potency, µM (series often up to 45.5 µM), for inactives: at the highest dose activity change, negative = inhibition, usual class: inhibitors; 0.21% of 410,000 active; AID 624170; further: on the % scale 0 is the no-effect control and ±100 the full control effect
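Two-point fluorescence kinetic (t0, 30 min RT) for hKGA; glutamate detected via glutamate oxidase–HRP–Amplex Red. Substrate: 1 mM L-glutamine solution; buffer 45 mM KH2PO4, pH 8.2.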
* marks the source's active call; other numbers are inactive results; i = inactive; ? = inconclusive; . = no result given; & = joins results of further samples; [ ] = dose if it differs, or a comment. Unless noted, the call rests on the fitted dose curve; in most records, active means well fitted curve in the direction sought with a large enough effect; inconclusive means small, poorly fitted or top-dose-only effect, or another doubt; inactive means no such curve, though single readings can be large; an effect the other way counts as inactive or inconclusive. Potency means the concentration at half of the fitted maximal effect. An excerpt, so the mix of outcomes need not match the whole.

Start of the listing, in advance (2 entries):
SMILES	Pin1 inh	RGS4 inh	TrxR1 inh	ALOX12 inh	PGK inhibitor	HP1b chromo inh	ERG Ets-DNA blk	JMJD2A Tudor	GLS inhibitor
COc1ccc(C2NC(=O)N(C)C3=C2C(=O)N(c2ccc(F)cc2)C3)cc1 (stereo unspecified)	0%	13%	12%[57.1 µM]	1%	-5%	10%	2%	4%	-8%
CC(=O)c1ccc(OCCNS(=O)(=O)c2ccc(-n3cnnn3)c(C)c2)cc1	1%	14%	30%	52%[activator]	5%	26%	-7%	-7%	0%

This part in full (from the top)
SMILES	Pin1 inh	RGS4 inh	TrxR1 inh	ALOX12 inh	PGK inhibitor	HP1b chromo inh	ERG Ets-DNA blk	JMJD2A Tudor	GLS inhibitor
COc1ccc(C2NC(=O)N(C)C3=C2C(=O)N(c2ccc(F)cc2)C3)cc1 (stereo unspecified)	0%	13%	12%[57.1 µM]	1%	-5%	10%	2%	4%	-8%
CC(=O)c1ccc(OCCNS(=O)(=O)c2ccc(-n3cnnn3)c(C)c2)cc1	1%	14%	30%	52%[activator]	5%	26%	-7%	-7%	0%
Cc1cc(C)cc(N(C(=O)Cn2nnc(-c3ccccc3)n2)C(C(=O)NC2CCCCC2)c2ccccn2)c1 (stereo unspecified)	2%	-10%	15%[57.1 µM]	-4%	-13%	23%	-6%	14%	4%
CCCCn1c(=NC(C)=O)c(C#N)cc2c(=O)n3cccc(C)c3nc21	7%	-15%	92%[activator]	-3%	0%	33%	7%	-25%	-8%
COC(=O)c1cc2c(s1)-c1cc(F)ccc1OC2	-3%	-13%	39%[activator][57.1 µM]	23%	-4%	48%[activator]	3%	10%	-8%
O=C(c1cc(-c2ccccc2)nc2ccccc12)N1CCCc2ccccc21	17%	-23%	-15%	-15%	-10%	11%	6%	-28%	0%
NC(=O)c1ccccc1OCC(=O)N1CCc2ccccc2C1	0%	-18%	4%	-1%	-2%	43%[activator]	-16%	-11%	7%
c1cncc(CNc2c3c(nc4nnnn24)CCCC3)c1	-6%	-10%	0%	-16%	-9%	30%	-6%	-4%	4%
CCCC1CCC(C(=O)Nn2c(C)nc3ccccc3c2=O)CC1 (stereo unspecified)	2%	4%	13%	-16%	-7%	11%	.	0%	-1%
CCC(=O)N1CCN(c2ccccc2NC(=O)c2cccs2)CC1	-5%	-3%	-6%	4%	10%	24%	1%	-12%	-2%
O=C(Nc1cc(-c2nc3cc(Cl)ccc3o2)ccc1Cl)c1ccco1	23%	?	15%	?	-1%	-7%	0%	-26%	0%
O=C(NCC(c1ccco1)S(=O)(=O)c1cccs1)c1ccc(Cl)cc1 (stereo unspecified)	-1%	-13%	5%[57.1 µM]	4%	.	28%	1%	-15%	1%
COc1cccc(C(=O)CSc2nnc(CNS(=O)(=O)c3ccc(C)cc3)n2C)c1	?	?	?	?	-3%	?	-15%	20µM*	-5%
CCC(=O)c1ccc(OCC(=O)N2CCN(S(=O)(=O)c3ccc(Cl)s3)CC2)cc1	1%	-7%	-1%	?	-1%	21%	-10%	-16%	-3%
O=C(O)C1CCN(S(=O)(=O)Cc2ccccc2)CC1	-3%	-11%	26%	-8%	0%	33%[activator]	13%	-8%	-1%
O=C(CSc1nnc2sc3ccccc3n12)N1CCN(c2ccccc2)CC1	2%	0%	12%	-5%	-10%	4%	-7%	-21%	22%
CCOC(=O)c1c(S(=O)(=O)N2CCN(C3CCCCC3)CC2)c(C)n(C)c1C	?	49%	7%	0%	-3%	-1%	12%	-7%	6%
O=C1c2cccc3cccc(c23)C(=O)N1CC1CCN(S(=O)(=O)c2ccc(F)cc2)CC1	2%	-27%	41%[activator]	1%	-9%	24%	1%	-13%	-4%
Cc1c(N=Nc2c(-c3ccc([N+](=O)[O-])cc3)[nH]n(C(N)=S)c2=O)cccc1[N+](=O)[O-]	.	?	3%[57.1 µM]	?	-19%	?	-1%	?	8%
Cc1ccccc1S(=O)(=O)N(CC(O)CN1CCCCC1)c1ccccc1 (stereo unspecified)	-5%	-16%	13%	0%&-24%	i	30%	12%	-11%	-1%
Cc1ccc(NC(=O)CC2C(=O)NCCN2C(=O)c2ccc(F)cc2)cc1 (stereo unspecified)	-13%	-6%	-18%	0%	-3%	39%	4%	-1%	1%
Nc1nc(SCc2ccccc2)c2ncn(C3OC(CO)C(O)C3O)c2n1 (stereo unspecified)	-11%	-8%	6%	-9%	i	20%	-3%	-10%	?
CCn1cnc2sc(C(=O)O)c(C)c2c1=O	-4%	-11%	4%	?	3%	30%	-8%	-22%	12%
CC(NC(=O)CN1CCN(Cc2ccc(Cl)cc2)C1=O)c1ccc2c(c1)OCCO2 (stereo unspecified)	6%	-28%	13%	7%[57.4 µM]	i	72%[activator]	0%	-5%	3%
CCOC(=O)N1CCN(S(=O)(=O)c2ccc(C(=O)Nc3sc4c(c3C(N)=O)CC(C)(C)NC4(C)C)cc2)CC1	-3%	6%	-3%	12%	2%	23%	-1%	-21%	33%[activator]

Results in RGS4 inh and ALOX12 inh (4 entries from above):
Molecule,RGS4 inh,ALOX12 inh
CCC(=O)c1ccc(OCC(=O)N2CCN(S(=O)(=O)c3ccc(Cl)s3)CC2)cc1,-7%,?
O=C(c1cc(-c2ccccc2)nc2ccccc12)N1CCCc2ccccc21,-23%,-15%
c1cncc(CNc2c3c(nc4nnnn24)CCCC3)c1,-10%,-16%
O=C(O)C1CCN(S(=O)(=O)Cc2ccccc2)CC1,-11%,-8%

The results go on:
SMILES	Pin1 inh	RGS4 inh	TrxR1 inh	ALOX12 inh	PGK inhibitor	HP1b chromo inh	ERG Ets-DNA blk	JMJD2A Tudor	GLS inhibitor
CC(=O)Nc1ccc(N/C=C/C(=O)c2ccc(Br)cc2)cc1	7%	-11%	14%	.	-1%	14%	-2%	-12%	0%
CCOCCCNC(=S)NCCc1ccccc1	-4%	1%	-19%	-19%	-7%	29%	-5%	-3%	-2%
COc1ccc(NC(C)=O)cc1NC(=O)CCn1c(=O)sc2ccccc21	-1%	17%	3%	5%	.	8%	-5%	-12%	4%
C/C(CC(=O)NCc1ccco1)=N\NC(=O)CC#N	1%	-2%[11.4 µM]	2%	-8%	i	36%	7%	-10%	14%
CNC(=S)SCCOc1ccc(C)cc1	11%	-5%[11.4 µM]	13%	?	-8%	178%[activator]	3%	61%[activator]	-4%
O=C(CN1CCN(Cc2cccc(Cl)c2)C1=O)NCc1cccs1	-4%	35%	1%	82%[activator]	-4%	24%	-8%	-19%	-1%
O=C(NCCc1ccccc1)c1cnn2c(C(F)F)cc(C3CC3)nc12	-7%	31%	10%	?	-5%	35%	-1%	6%	13%
O=C(c1cc(Br)ccc1Cl)N1CCN(c2ccc(N3CCOCC3)nn2)CC1	-5%	19%	10%	-21%	-4%	27%	4%	-24%	4%
O=S(=O)(Nc1cc(Cl)ccc1-n1cncn1)c1cc(Br)ccc1Br	0%	10%	-3%	?	-11%	27%	1%	-11%	14%
COc1cc(C(=O)NNC(=O)C2CCCC2)cc(OC)c1OC	-2%	-2%	18%	0%	-6%	27%	-11%	-1%	-11%
CCOc1ccccc1NC(=O)C(CC)Sc1nc2ncccc2[nH]1 (stereo unspecified)	2%	3%	6%	12%	-9%	21%	-1%	-12%	0%
O=C(CCS(=O)(=O)c1cc2c3c(c1)CCN3C(=O)CC2)NCc1ccc(Cl)cc1	-1%	-11%	13%[57.1 µM]	-8%	-3%	9%	0%	-6%	2%
CC(=O)N1c2ccccc2C(=O)C1N1CCN(c2ccccc2)CC1 (stereo unspecified)	-4%	-4%	9%[57.1 µM]	?	-1%	19%	-3%	-16%	10%
Cc1cc(O)c(C(C)C)cc1NC(=O)c1ccc(Cl)cc1	-1%	7%	2%[57.1 µM]	10%	-11%	32%	7%	-3%	-5%
COc1cc2sc(C)nc2c2ccccc12	-2%	21%	4%	?	-1%	41%[activator]	-12%	25%	4%
Cc1ccc(C2NC(c3ccc(C)cc3)C([N+](=O)[O-])C(C)(C)C2[N+](=O)[O-])cc1 (stereo unspecified)	14%	-7%	5%[57.1 µM]	-14%	3%	13%	-1%	-11%	2%
CC1(C)NC(=O)N(CC(=O)N2CCN(S(=O)(=O)c3cc(Cl)ccc3Cl)CC2)C1=O	-2%	-6%	18%	-13%	-2%	26%	-10%	-16%	2%
COc1ccc(C(=O)Nc2ccccc2C(=O)N/N=C/c2cccc3ccccc23)cc1	1%	-28%	35%[activator]	16%	-12%	34%	13%	-23%	0%
Cc1nc(-c2ccccc2)sc1-c1ccc(SCC(=O)Nc2cccc(C(F)(F)F)c2)nn1	16%	-5%	?	-21%	-2%	54%[activator]	-3%	3%	8%
CCN(CC)Cc1ccc(OC)c(Cl)c1	0%	-10%	14%[57.1 µM]	47%[activator]	1%	33%	2%	1%	0%
CCOC(=O)c1c(-c2ccccc2)csc1NC(=O)CSc1ccccc1	4%	11%	-1%	14%	14%	52%[activator]	0%	38%[activator]	1%
Cc1ncc(CO)c(/C=N/NC(=O)c2ccccc2Br)c1O	0%	-7%	17%	2%	-2%	36%	0%	-30%	0%
Cc1ccc(NC(=O)CCC(=O)NCCO)cc1	6%	3%	4%	70%[activator]	1%	28%	-1%	2%	5%
COc1cccc(N2C(=O)CSC23C(=O)N(CC(=O)Nc2cc(C)ccc2C)c2ccccc23)c1 (stereo unspecified)	26%	-15%	-1%	6%	1%	22%	3%	-3%	-1%
Cc1ccc(NC(=S)N2CCN(Cc3ccc4c(c3)OCO4)CC2)c(C)c1	-7%	-33%	-2%	0%	-15%	8%	0%	-32%	-3%
COc1cc(C(=S)N2CCCC2)cc(OC)c1OC	-7%	-10%	29%	-11%	i	5%	-8%	-18%	-1%

Bioassay records deposited in PubChem BioAssay by National Center for Advancing Translational Sciences (NCATS).
